# From PubChem
# HCV inhibitor: qHTS Assay for Inhibitors of Hepatitis C Virus (HCV); Potency, µM (top dose mostly 41.8 µM), without a hit: at the highest dose activity change, negative = inhibition, hits mostly inhibitors; AID 651820, 2012; Huh7.5.1 HCVcc-Cre infection, luciferase reporter, 44 h; 340,000 compounds, 3.4% hits; also: potency is read from the fitted curve at half-maximal effect
#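 HCVcc-Cre virus at an moi near 0.5 was added right after compound to cells cultured 4 h from seeding (1,000 cells/well). Luciferase activity was determined 44 h later, 15 min after substrate addition at RT.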
# AmpC inh detg: qHTS Inhibitors of AmpC Beta-Lactamase (assay with detergent); P00811; AmpC hydrolysis of nitrocefin, absorbance 480 nm, 0.01% Triton; Potency, µM (titrated, usually from 114 µM), for inactives: at the highest dose activity change, negative = inhibition, most hits filed as inhibitors; 370,000 compounds, 0.041% hits; AID 485294, 2010;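 also: potency is read from the fitted curve at half-maximal effect; 0% = no-compound wells and -100% = no-enzyme wells; nearly all actives have a fitted effect of over 25% in size; some results filed as inactive show a strong effect at the top dose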
# Target sequence (P00811 whole entry, looked up): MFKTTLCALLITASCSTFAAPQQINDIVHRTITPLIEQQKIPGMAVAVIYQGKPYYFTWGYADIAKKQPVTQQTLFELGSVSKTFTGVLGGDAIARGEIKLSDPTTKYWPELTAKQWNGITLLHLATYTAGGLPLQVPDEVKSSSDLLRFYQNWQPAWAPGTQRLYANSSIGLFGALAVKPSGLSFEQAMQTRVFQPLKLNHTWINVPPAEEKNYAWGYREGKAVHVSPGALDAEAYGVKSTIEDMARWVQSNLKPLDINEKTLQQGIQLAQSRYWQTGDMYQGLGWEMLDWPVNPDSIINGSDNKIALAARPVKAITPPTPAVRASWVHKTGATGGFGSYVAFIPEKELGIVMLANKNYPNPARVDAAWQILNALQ
#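 AmpC (5.3 nM in the dispensed reagent) in 20 mM phosphate pH 7.0 with 0.01% (detergent screen) or 0.0001% Triton X-100 was preincubated with compounds for 15 min at room temperature. Nitrocefin was then added from an 800 uM solution, and hydrolysis was followed at 480 nm.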
# HCMV antiviral: qHTS Assay for inhibitors of the human cytomegalovirus (HCMV). HFF cells, HCMV-luciferase reporter, 72 h; active compounds read low. activity change, negative = inhibition, % at 57.5 µM. 410,000 compounds, 4.5% hits. AID 1259415, 2018; in the data active = activity change below about -60%; inconclusive = no clear call, values can overlap the other calls; inactive = above about -39%
#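 Compounds were evaluated in HFFs infected with an HCMV luciferase reporter virus (MOI 1 PFU/cell). Luciferase in lysates collected 72 h post infection served as the replication measure.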
# AMA1 RON2 block: qHTS for Inhibitors of AMA1-RON; Towards Development of Antimalarial Drug Lead: Primary Screen. Plasmodium falciparum AMA1 (3D7) - RON2 peptide interaction. AlphaScreen AMA1-biotinylated RON2 peptide binding. Potency, µM (highest dose often 58.2 µM), inactives show top-dose activity change, negative = inhibition, most hits filed as inhibitors. 360,000 compounds, 0.2% hits;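 also: potency is read from the fitted curve at half-maximal effect; 0% = vehicle wells and -100% = peptide control; nearly all actives have a fitted effect of over 45% in size; some results filed as inactive show a strong effect at the top dose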
#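 AMA1 (3D7) with his tag at 25 nM final met compounds first, then biotinylated RON2 peptide at 25 nM; detection used donor plus acceptor beads, 10 µg/mL apiece, read by AlphaScreen after 30 min at room temperature.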
# Sm TGR block: qHTS Assay for the Inhibitors of Schistosoma Mansoni Peroxiredoxins | purified TGR, DTNB reduction, TNB absorbance 405 nm | 360,000 compounds, 3% hits | Schistosoma mansoni thioredoxin glutathione reductase (TGR), Q962Y6 | Potency, µM (top dose mostly 114 µM), inactives show at the highest dose activity change, negative = inhibition, actives largely listed as inhibitors; also: potency is read from the fitted curve at half-maximal effect; nearly all actives have a fitted effect of over 60% in size
#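 First, TGR (20 nM dispensed) and NADPH were mixed with compound. Second, a 15 min room-temperature incubation followed. Third, further NADPH and then DTNB were added to start the reaction. Finally, TNB absorbance was monitored kinetically.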
# Giardia FBPA inh: qHTS Assay for Inhibitors of Fructose-1,6-bisphosphate Aldolase from Giardia Lamblia; purified Giardia FBPA; Potency, µM (titrated, usually from 59.6 µM), without a hit: at the top dose activity, negative = inhibition, usual class: inhibitors; 290,000 compounds, 0.71% hits; also: potency is read from the fitted curve at half-maximal effect; nearly all actives have a fitted effect of over 55% in size
# Target sequence (A8B2U2 whole entry, looked up): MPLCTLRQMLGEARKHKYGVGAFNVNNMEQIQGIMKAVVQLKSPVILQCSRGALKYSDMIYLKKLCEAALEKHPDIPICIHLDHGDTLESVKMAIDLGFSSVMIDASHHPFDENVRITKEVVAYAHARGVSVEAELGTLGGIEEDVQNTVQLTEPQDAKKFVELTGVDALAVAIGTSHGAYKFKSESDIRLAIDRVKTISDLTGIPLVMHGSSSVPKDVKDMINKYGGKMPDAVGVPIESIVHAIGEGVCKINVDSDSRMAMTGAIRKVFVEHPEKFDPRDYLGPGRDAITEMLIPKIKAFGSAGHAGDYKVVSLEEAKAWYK
#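 Giardia FBPA (40 nM reagent) was preincubated 10 min at RT with compound (up to 57.5 uM final), then substrate plus GAPDH/TPI/NAD/arsenate coupling system with diaphorase/resazurin was added; resorufin fluorescence (525/598 nm) was read after 20 min.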
# * hit, by the source's call; u = inconclusive; x = not tested or not shown; & = joins results of further samples; [ ] = remark or other dose. Unless noted, calls follow the shape of the dose curve; as a rule, active = well fitted curve in the direction sought with a large enough effect; inconclusive = small, poorly fitted or top-dose-only effect, or another doubt; inactive = no such curve, though single readings can be large; an effect the other way counts as inactive or inconclusive. Unless noted, % is scaled to controls: 0 for no effect and ±100 for the full control effect.
1	O=C(Nc1nc2ccccc2n1CCOc1ccccc1Cl)c1ccccc1
2	COc1cc(OC)cc(C(=O)Nc2ccc(Br)cc2C(=O)c2ccccc2)c1
3	CC1CC(=O)N(CC(=O)NCc2ccco2)c2ccccc2S1 (centres undefined)
4	Cc1ccc2nc(-c3ccc(N4C(=NC(=O)CCC(=O)O)SC5CS(=O)(=O)CC54)cc3)sc2c1 (centres undefined)
5	COc1cccc(C(C#N)N2CCOCC2)c1 (centres undefined)
6	CC1CC(C)CN(S(=O)(=O)c2cc3c(cc2Cl)NC(=O)CO3)C1 (centres undefined)
screen / no.	1	2	3	4	5	6
HCV inhibitor	x	-7%	5%	12%	26%	5%
AmpC inh detg	10%	u	-14%	2%	3%	u
HCMV antiviral	78	u	9	x	5	-12
AMA1 RON2 block	x	4%[2.32 µM]	-1%	9%	13%	-3%
Sm TGR block	6%	-2%	u	-1%	-1%	-10%
Giardia FBPA inh	x	7%	-1%	6%	9%	5%

7	CCn1cc(CNC(=O)c2ccc(C)s2)cn1
8	CC1CCCN(C(=O)N2c3ccccc3Sc3ccccc32)C1 (centres undefined)
9	CCC1Sc2ccc(S(=O)(=O)N3CCN(c4ccccc4)CC3)cc2NC1=O (centres undefined)
10	Cc1ccc(S(=O)(=O)N2CCC(C(=O)OCc3c(C)noc3C)CC2)cc1C
11	Cc1ccc(N2C(=O)CC(Sc3nc(-c4ccccc4)c4cc(Cl)ccc4n3)C2=O)c(C)c1 (centres undefined)
12	Cc1ccc(CCNC(=O)C2CCC(CNc3c(N4CCCC4)c(=O)c3=O)CC2)cc1 (centres undefined)
screen / no.	7	8	9	10	11	12
HCV inhibitor	7%	-19%	u	-19%	7%	31%[activator]
AmpC inh detg	-1%	u	-5%	-17%	u	1%
HCMV antiviral	-27	-68*	0	-10	7	-39
AMA1 RON2 block	16%	5%	-4%	-2%	-4%	24%
Sm TGR block	x	-20%	-24%	-2%	-5%	u
Giardia FBPA inh	0%	2%	x	x	-1%	2%

# Individual results from the entries so far.
# Reading of CCn1cc(CNC(=O)c2ccc(C)s2)cn1 under AMA1 RON2 block: 16%
# Reading of CC1CCCN(C(=O)N2c3ccccc3Sc3ccccc32)C1 (centres undefined) under Sm TGR block: -20%
# Reading of Cc1ccc(CCNC(=O)C2CCC(CNc3c(N4CCCC4)c(=O)c3=O)CC2)cc1 (centres undefined) under AMA1 RON2 block: 24%
# Reading of Cc1ccc(S(=O)(=O)N2CCC(C(=O)OCc3c(C)noc3C)CC2)cc1C under Sm TGR block: -2%
# Reading of Cc1ccc(N2C(=O)CC(Sc3nc(-c4ccccc4)c4cc(Cl)ccc4n3)C2=O)c(C)c1 (centres undefined) under HCV inhibitor: 7%

# Later entries
13	CCN(CC)c1ccc(NC(=O)c2c(OC)cccc2OC)c(C)c1
14	O=C(Nc1nnc(SCC(=O)N2CCCCC2)s1)c1c(F)cccc1F
15	CCCCc1c(O)nc(SCC(=O)N2CCCCC2)n(-c2ccccc2C)c1=O
16	CCC(C)C(NC(=O)C1CCC(C)CC1)C(=O)Nc1cc(OC)ccc1OC (centres undefined)
17	COc1cc2c(C#N)c(N3CCOCC3)nc(N)c2c(N)n1
18	CSCCC(N=Cc1c(O)n(-c2ccc(Cl)cc2)c(=O)[nH]c1=O)C(=O)OC(C)(C)C (centres undefined)
screen / no.	13	14	15	16	17	18
HCV inhibitor	u	14%	8%	-8%	u	12%
AmpC inh detg	-3%	3%	9%	-7%	0%	-4%
HCMV antiviral	-17	3	-18	9	24	16
AMA1 RON2 block	9%	11%	1%	-10%	-12%	-2%
Sm TGR block	2%	-3%	9%	8%	4%	-33%
Giardia FBPA inh	-8%	-12%	9%	-18%	u	6%

19	C=CCn1c(SCC(=O)N2CCOCC2)nc2c([nH]c3ccccc32)c1=O
20	COc1ccc(/C=C/C(=O)C(C(N)=O)=C2SCCS2)cc1
21	COc1ccc(CC(=O)Nc2nncs2)cc1OC
22	COc1ccc(N(CC(=O)O)S(=O)(=O)c2cccnc2)cc1
23	O=C(c1ccc(Cl)s1)N1CCN(C23CC4CC(CC(C4)C2)C3)CC1
24	Cc1ccc(CNC(=O)CCSCc2ccccc2F)cc1
screen / no.	19	20	21	22	23	24
HCV inhibitor	u	4%	10%	-12%	11%	-3%
AmpC inh detg	4%	-4%	-7%	2%	0%	3%&3%
HCMV antiviral	135	-101*	35	-22	x	50&2
AMA1 RON2 block	-3%	-7%	38%[activator]	3%	-7%	-13%
Sm TGR block	-22%	6%	6%	3%	-15%	32%&2%
Giardia FBPA inh	x	4%	7%	15%	x	5%

25	COC(=O)C1C(=O)C2=C(CC1C)NC(C)=C(C(=O)OC(C)C)C2c1ccc(C)o1 (centres undefined)
26	Cc1oc2c(cc(NS(=O)(=O)c3ccc(Br)cc3)c3ccccc32)c1C(=O)OCc1ccccc1
27	O=C(O)/C=C/C(=O)Nc1ccc2c(c1)C(=O)c1ccccc1C2=O
28	O=C(Cn1nc(-c2ccc(Cl)cc2)c2ccccc2c1=O)NN1CCOCC1
29	O=S(=O)(c1ccc(F)c(F)c1)N1CCN(c2ccccn2)CC1
30	Cc1ccc(C)c(CN2CCC(n3nccc3NC(=O)C3CCCC3)CC2)c1
screen / no.	25	26	27	28	29	30
HCV inhibitor	19%	x	9%	15%	9%	x
AmpC inh detg	2%	3%	2%	1%	-13%	-1%
HCMV antiviral	32	49	55	26	21	3
AMA1 RON2 block	-7%	x	-6%	9%	17%	15%
Sm TGR block	-3%	-24%	50µM*	8%	1%	5%
Giardia FBPA inh	-3%	x	-2%	3%	4%	-3%

31	CC(C)c1ccccc1NC(=O)C1CCCN(C(=O)c2ccc(Cl)cc2)C1 (centres undefined)
32	COc1cccc(CN(C)C(=O)c2cccc(S(=O)(=O)NCc3ccccc3)c2)c1OC
33	COc1ccc(/C=C2/SC(=O)N(CCNC(=O)C3COc4ccccc4O3)C2=O)cc1 (centres undefined)
34	CCC(=O)Nc1ccc(Cl)c(-c2nc3ccccc3[nH]2)c1
35	O=C(O)CCCCCNC(=O)CSc1nnc(-c2ccco2)n1-c1ccccc1
36	FC(F)(F)c1cccc(Sc2nc(-c3ccccc3)nnc2C(F)(F)F)c1
screen / no.	31	32	33	34	35	36
HCV inhibitor	9%	-15%	11%	x	23%	14%
AmpC inh detg	u	u	-5%	-6%	-7%	-2%
HCMV antiviral	-24	-20	37	-16	-8	-5
AMA1 RON2 block	1%	-6%	-10%	x	3%	11%
Sm TGR block	2%	6%	-1%	-9%	-12%	-34%
Giardia FBPA inh	x	x	0%	x	6%	2%

37	COc1ccc(OCc2nc3ccccc3n2Cc2ccc(C(C)(C)C)cc2)cc1
38	CN(C)c1ccc(N2C(=NC(=O)COc3ccccc3)SC3CS(=O)(=O)CC32)cc1 (centres undefined)
39	Cc1ccc2c(c1)C1CN(C)CCC1N2C(=O)c1cccc(S(=O)(=O)N(C)C)c1 (centres undefined)
40	COCCOc1cc(NC(=O)c2sccc2Oc2ccc([N+](=O)[O-])cc2F)c(Cl)cc1Cl
41	CCCN1C=CC(=C/C=C(\C#N)C(=O)OCC)C=C1
42	N#C/C(C(N)=O)=C1/CCc2ccccc2N1
screen / no.	37	38	39	40	41	42
HCV inhibitor	x	5%	23%	-10%	x	1%
AmpC inh detg	-3%	-5%	4%	3%	-13%	-5%
HCMV antiviral	109	52	-27	-2	x	-28
AMA1 RON2 block	x	-11%	-20%	u	x	-13%
Sm TGR block	1%	-9%	-3%	0%	-23%	6%
Giardia FBPA inh	x	x	1%	1%	-20%	3%

43	COc1ccc(OC)c(C(O)C(C)N)c1 (centres undefined)
44	COc1ccc2c(c1OC)C(=O)N(c1ccc(C)c(C)c1)C2=O
45	COc1ccc(NC(=O)CSc2nccn2C)cc1S(N)(=O)=O
46	CC(C)(C)c1ccc(OC(=O)c2ccc3nsnc3c2)cc1
47	Clc1ccc(Cn2nnc3ccccc32)cc1
48	CCN(CC)S(=O)(=O)c1cccc(NC(=O)c2cc3ccccc3o2)c1
screen / no.	43	44	45	46	47	48
HCV inhibitor	-17%&12%	21%	-8%	11%	13%	10µM*
AmpC inh detg	-2%	u	-2%	-3%	1%	-8%
HCMV antiviral	-12	-18	40	-22	-19	13
AMA1 RON2 block	-3%	-2%	31%[activator]	0%	4%	-12%
Sm TGR block	0%	-7%	-2%	13%	7%	8%
Giardia FBPA inh	-1%&-1%&0%	4%	2%	2%	9%	-2%

49	O=C(Nc1ccc(F)c(Cl)c1)C1CC2CCC1C2 (centres undefined)
50	CC(NC(=O)Nc1cccc([N+](=O)[O-])c1)(C(F)(F)F)C(F)(F)F
51	COc1ccc(OCC(O)Cn2c(=N)n(Cc3ccccc3)c3ccccc32)cc1 (centres undefined)
52	O=C(Nc1nc2ccc(F)cc2s1)c1nc(S(=O)(=O)Cc2ccccc2F)ncc1Cl
53	Cc1cc(-c2cccnc2)c(C#N)c(SCc2cccc(F)c2)n1
54	CCn1c(SCC(=O)Nc2ccc(C(C)=O)cc2)nnc1C1CC1
55	CCc1c(C)sc(NC(=O)C2CC(c3c(F)cccc3Cl)=NO2)c1C#N (centres undefined)
56	CCN(C(=O)CSc1nnc(-c2ccccc2)o1)c1c(N)n(Cc2ccccc2)c(=O)[nH]c1=O
57	O=S(=O)(CCN1CCCCC1)CCS(=O)(=O)CCN1CCCCC1
screen / no.	49	50	51	52	53	54	55	56	57
HCV inhibitor	4%	-21%	10µM*	x	-8%	10%	-30%	-28%	17%
AmpC inh detg	x	u	1%	2%	-4%	-8%	6%	3%	x
HCMV antiviral	-25	-93*	-38	-109*	-28	14	-6	u	-35
AMA1 RON2 block	3%	18%	13%	x	3%	-2%	-21%	-7%	22%
Sm TGR block	x	16%	10%	u	-11%	0%	-13%	8%	x
Giardia FBPA inh	x	-1%	-7%	x	1%	-6%	-4%	1%	x

# Complete entries, looked up by structure:
# CC(NC(=O)Nc1cccc([N+](=O)[O-])c1)(C(F)(F)F)C(F)(F)F is listed as HCV inhibitor: -21%; AmpC inh detg: u; HCMV antiviral: -93*; AMA1 RON2 block: 18%; Sm TGR block: 16%; Giardia FBPA inh: -1%
# CCN(C(=O)CSc1nnc(-c2ccccc2)o1)c1c(N)n(Cc2ccccc2)c(=O)[nH]c1=O is listed as HCV inhibitor: -28%; AmpC inh detg: 3%; HCMV antiviral: u; AMA1 RON2 block: -7%; Sm TGR block: 8%; Giardia FBPA inh: 1%
